Siah-1 displacement: blockers of Siah-1 interaction with plectin peptide – biochemical, fluorescence polarization, rhodamine-plectin, uHTS, primary screen (AID 1817); 290,000 tested, 0.02% active; displacement, % at 20 µM; hits with a dose series show IC50 in µM; Siah-1 / rhodamine-plectin peptide fluorescence polarization; higher % means a stronger effect;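 active means displacement of at least 50% at 20 µM, with a fluorescence ratio check between 0.3 and a set limit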;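 further: plate controls were Siah plus tracer with DMSO for no effect and tracer alone without Siah for full effect; strong numbers were not always called active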
Lipid droplet: modulators of hepatic lipid droplet formation; AML12 mouse hepatocytes, oleate lipid droplets, BODIPY imaging; inhibition, % at 6.5 µM; 240,000 tested, 0.4% active; AID 1656;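 active means lipid droplet intensity inhibited by at least 50%, with more than 500 cells counted; inconclusive means wells with under 300 cells, treated as cytotoxic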
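Assay system: AML12 mouse liver cells | Compound dosing: One dose, 6.5 µM compound | Read-out basis: Droplet intensity reduction, % inhibition | Measured by: Fluorescence imaging, 20x objective, two fields per well | Schedule: Overnight treatment with compound plus oleate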
M17LAP inhibition: P. falciparum M17LAP inhibitors, primary screen, biochemical, fluorogenic H-Leu-NHMec substrate, 1536-well (AID 1619); inhibition, % at 30 µM, or IC50 in µM where a hit was titrated; recombinant M17LAP, H-Leu-NHMec fluorogenic kinetic assay; higher % means a stronger effect; 220,000 tested, 0.38% active;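 active means compound inhibiting the enzyme by more than half at any dose during confirmatory dose-response retesting; inconclusive means strong single-dose inhibitors picked by rank but not retested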;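 further: plate controls were full reaction with DMSO carrier for no effect and no enzyme background for full effect; strong numbers were not always called active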
human PMI inhibition: MPI enzyme activity inhibition – biochemical, fluorescence intensity, coupled assay, primary screen (AID 1209); purified PMI enzyme, coupled fluorescence intensity; higher % means a stronger effect; inhibition, % at 20 µM; hits with a dose series show IC50 in µM; 190,000 tested, 0.42% active;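 further: plate controls were DMSO vehicle for no effect and wells lacking substrate for full effect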
TNAP activation fold: stimulation of alkaline phosphatase TNAP activity – biochemical, luminescent, no phosphate acceptor, uHTS, primary screen (AID 1001); purified TNAP, luminescent activation assay, no phosphate acceptor; higher activation fold means a stronger effect; activation fold at 20 µM; hits with a dose series show EC50 in µM; 200,000 tested, 0.03% active; in the data active means activation fold from about 3, or a potency from the dose series; inactive means the rest, 99 in 100 with activation fold below about 1.6; further: many of its hits are not listed in these tables
UTI89 phage lysis: protection from phage-mediated lysis, alamar blue read-out – E. coli UTI89, K1F phage, bacterial capsule biogenesis inhibitors (AID 488966). one-dose inhibition, % at 100 µM; IC50 in µM for titrated hits. E. coli UTI89 K1F phage lysis, alamar blue, 2 h; higher % means a stronger effect. 340,000 tested, 0.02% active;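 active means phage lysis inhibition, versus mean bacterial control, above a set limit; inconclusive means no clear call, values can overlap the other calls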;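 further: capsule biogenesis inhibitors block K1F phage lysis so surviving cells raise fluorescence; higher fluorescence means more inhibition of phage lysis; actives were called in the ten point dose series up to 300 µM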
PMI inhibition: MPI inhibition at elevated mannose 6-phosphate – biochemical, fluorescence intensity, high mannose 6-phosphate, primary screen (AID 1220) | recombinant PMI enzyme, coupled fluorescence intensity; higher % means a stronger effect | inhibition, % at 20 µM, or IC50 in µM where a hit was titrated | 190,000 tested, 0.66% active
P. falciparum M1AAP: P. falciparum M1AAP inhibitors, biochemical, fluorogenic H-Leu-NHMec substrate, 1536-well (AID 1445); recombinant M1AAP, H-Leu-NHMec fluorogenic kinetic assay; higher % means a stronger effect; one-dose inhibition, % at 30 µM; IC50 in µM for titrated hits; 220,000 tested, 0.42% active;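 active means primary inhibition above the hit cutoff, then over 50% inhibition at one or more dose response concentrations, cut at about 23% in these data, passing the limit was not always enough; inconclusive means conflicting primary data, or primary hits not chosen for dose response; inactive means low primary inhibition, or under 50% at every dose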;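 further: plate controls were DMSO full reaction for no effect and no enzyme background for full effect; strong numbers were not always called active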
XIAP antagonists: XIAP antagonists, biochemical, IAP family, fluorescence polarization (AID 1018); XIAP BIR domain, fluorescence polarization peptide displacement; higher % means a stronger effect; displacement, % at 20 µM; hits with a dose series show IC50 in µM; 200,000 tested, 0.007% active; in the data active means displacement above about 50%; further: a part of the inactive calls stands beside numbers as strong as those of hits
Lipid droplet cells 6.5 µM: also measured in Lipid droplet; calls as there; cell count; measured here: cell count, cytotoxicity flag;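 cells counted across two imaged fields per well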
* hit, by the source's call; u = inconclusive; x = no result given; [ ] = another dose, or the depositor's remark. Unless noted, no stated cut-off is given here; in the data, active means inhibition above about 50%; inactive means the rest.

structure	Siah-1 displacement	Lipid droplet	Lipid droplet cells 6.5 µM	M17LAP inhibition	human PMI inhibition	TNAP activation fold	UTI89 phage lysis	PMI inhibition	P. falciparum M1AAP	XIAP antagonists
CN1CCN(C(=S)c2cn(CCOc3ccccc3F)c3ccccc23)CC1	23.9%	-12.0	647	7.8%	8.7%	1	0.4%	-3.2%	6.5%	-0.9%
Cc1cccc(NC(=O)CCC(=O)NCCO)c1	2.1%	17.2	757	7.3%	3.6%	1.1	0.3%	4.7%	-2.7%	-2.0%
COC(=O)CN(c1ccccc1OC)S(=O)(=O)c1ccccc1	0.7%	9.3	699	-2.6%	14.4%	1.1	2.0%	9.0%	3.1%	-2.0%
CC(C)CNC(=O)c1cccc(NC(=O)C2CCCO2)c1 (stereo not given)	-3.4%	1.0	807	-6.7%	5.2%	1.1	0.5%	6.2%	-8.6%	-2.4%
CCCCOC(=O)CSc1nc2c(cc1C#N)C(=O)CC(C)(C)C2	2.4%	-8.9	646	14.6%	8.2%	1	0.9%	8.6%	3.6%	-3.3%
COCc1c(C(=O)OCC(=O)N2c3ccccc3CC2C)oc2ccccc12 (stereo not given)	2.6%	x	x	3.9%	-3.2%	1.1	0.7%	-1.3%	-0.7%	1.8%
CCNC(=O)COC(=O)c1cc(C)n(-c2ccccc2)c1C	11.5%	-28.1	696	-7.7%	-4.9%	1.1	0.1%	-5.3%	4.2%	-4.3%
CN(C)C(C)(C)C#CCCCCC#CC(C)(C)N(C)C	-5.2%	-13.6	701	11.4%	-12.3%	1	0.3%	-8.0%	-0.6%	-3.9%
O=C(/C=C/c1ccccc1Cl)NCc1cccs1	0.9%	-10.2	618	0.1%	-1.3%	0.9	1.3%[50 µM]	5.8%	-3.1%	-6.3%
CC(C(=O)NCc1ccco1)n1cc([N+](=O)[O-])cn1 (stereo not given)	0.1%	11.1	706	4.7%	-13.8%	1.1	0.5%	-4.9%	2.9%	-3.9%
Cc1ccc(N/N=C/c2c(O)cc(C)oc2=O)cc1	4.5%	x	x	1.5%	-35.7%	1.1	6.7%	-122.5%	-4.0%	-6.7%
O=C(O)C1(NS(=O)(=O)c2ccc(F)c(Cl)c2)CCCCC1	-1.0%	-1.8	712	14.1%	5.1%	1.1	2.2%	1.5%	4.6%	-3.3%
CCOC(=O)C1CCCN(C(=O)Cn2cnc3c2c(=O)n(C)c(=O)n3C)C1 (stereo not given)	1.5%	x	x	-6.7%	-11.5%	1.1	0.2%	-2.3%	1.9%	-2.4%
CCOC(=O)c1c(-c2ccccc2)csc1NC(=O)CCN1CCOCC1	-6.4%	1.2	579	19.3%	-7.9%	1	5.6%	-12.0%	3.8%	-9.8%
CCNS(=O)(=O)c1ccc(NC(=O)Nc2ccccc2OC)cc1	12.2%	36.6	734	-4.6%	9.1%	1.1	0.0%	5.6%	3.5%	-2.4%
COc1ccccc1-c1nc(C#N)c(N2CCN(c3ccccc3)CC2)o1	2.6%	-9.3	656	-16.0%	9.7%	1.1	0.5%	16.3%	4.5%	3.0%
CCOC(=O)c1[nH]n(-c2ccc(Cl)cc2)c(=O)c1C	-2.1%	27.9	641	3.7%	-19.2%	1.1	4.8%	-6.2%	10.6%	-2.4%
COc1ccc(NC(=O)CCn2cccc2)c(OC)c1	9.1%	-8.5	681	-0.7%	-2.6%	1.1	-0.8%	-5.0%	-1.5%	-0.8%
CC(C)(C)N(NC(=O)Nc1ccc(F)cc1)C(=O)c1ccccc1	1.0%	0.9	642	13.6%	-9.5%	1	3.6%[50 µM]	-7.4%	9.1%	-1.4%
O=S(=O)(Nc1ccc2c(c1)OCO2)c1cccs1	0.0%	x	x	-21.5%	10.8%	1.1	0.0%	25.3%	7.0%	0.0%
O=S(=O)(NCCCc1ccccc1)c1ccccc1	1.3%	0.2	721	4.0%	-6.5%	1.2	0.4%	-3.5%	3.7%	-4.0%
COc1cc([N+](=O)[O-])ccc1NC(=O)/C=C\C(=O)O	7.6%	20.6	699	6.6%	-3.0%	1	0.1%	12.1%	3.5%	-3.5%
COC(=O)CCC(=O)c1oc2ccc(Br)cc2c1N	9.1%	2.4	759	1.8%	3.1%	1	0.0%	8.8%	9.5%	-5.1%
COc1ccc(C(NC(=O)c2ccc(F)cc2)c2ccccc2)cc1 (stereo not given)	6.5%	3.0	669	1.6%	13.5%	1.1	1.4%[50 µM]	8.4%	5.9%	-7.4%
CC1CCN(C(=O)Cn2ncc3c4ccccc4n(C)c3c2=O)CC1	10.2%	-2.8	721	5.6%	x	x	0.0%	x	-0.3%	x
Cc1ccccc1OCCN1CCC(Cc2ccccc2)CC1	-0.1%	5.5	643	-1.5%	-14.5%	1.1	0.5%	-17.6%	9.0%	-4.6%
Cc1c(N=Cc2ccco2)c(=O)n(-c2ccccc2)n1C	-3.4%	x	x	14.4%	1.9%	1.1	0.4%	6.6%	u	-4.4%
Cc1cc(C(=O)CC#N)c(C)n1-c1ccc(OC(F)F)cc1	0.5%	x	x	2.2%	-17.5%	1	-0.2%	8.1%	13.3%	-2.2%
O=C(C1=C[C@H](C2CC2)C[C@H](OCCCCO)O1)N1CCOCC1	-0.5%	-1.2	645	-1.9%	9.7%	1.1	-0.3%	2.4%	0.7%	-9.4%
COc1cccc(NS(=O)(=O)c2nc3nc(C)cc(C)n3n2)c1	-1.9%	x	x	3.7%	-0.2%	1.1	4.2%	0.8%	21.8%	-0.8%
Cc1cc(C(=O)COC(=O)Cc2n[nH]c(=O)c3ccccc23)c(C)n1-c1ccc2c(c1)OCO2	1.7%	-7.2	468	7.1%	12.7%	0.9	6.4%	15.9%	7.3%	-3.7%
CCCN=C(C)C1=C(O)c2ccccc2C1=O	-1.4%	14.3	752	15.2%	-18.7%	1	-0.1%	-14.7%	3.7%	-2.9%
CC1(c2nnc(Cc3ccccc3)o2)CC(c2cccc(Cl)c2)=NO1 (stereo not given)	0.2%	5.6	750	-1.5%	x	x	1.6%	x	2.3%	x
O=S1(=O)CCN(Cc2cccc(C(F)(F)F)c2)CC1	-0.1%	8.0	687	0.4%	-12.9%	1.1	-1.9%	-9.1%	-3.7%	-4.4%
COC(=O)c1onc(-c2c(Cl)cccc2Cl)c1C(=O)OC	-1.4%	-8.0	739	-19.9%	x	x	0.6%	x	-1.6%	x
COC(=O)c1ccc(CSc2ncnc3c2oc2ccccc23)o1	0.5%	x	x	-7.8%	1.8%	1.2	4.6%	-0.3%	1.9%	-3.6%
CN1C(=O)NC(c2ccccc2)C2=C1CN(Cc1ccco1)C2=O (stereo not given)	-1.0%	16.1	627	7.9%	-5.2%	1.1	-0.6%	-4.4%	1.1%	-3.4%
Cc1[nH]c2ccccc2c1/C=N/NC(=O)c1cccc(F)c1	-2.0%	19.0	713	x	6.1%	1.1	0.3%	23.8%	x	-4.2%
Nc1ccc(Cc2ccc(N)c(O)c2)cc1O	79.7%	0.0	605	16.6%	5.5%	0.4	1.4%	46.8%	9.4%	2.2%
Cc1nc(NC(=O)c2ccccc2)sc1-c1csc(NCc2ccco2)n1	-0.1%	-5.5	686	3.8%	17.9%	1.1	0.2%	10.4%	6.1%	-12.0%
O=c1ccnc(SCn2nnc3ccccc3c2=O)[nH]1	6.9%	-16.9	811	9.0%	8.0%	1	-2.2%	4.0%	-3.4%	-5.7%
O=c1[nH]c(SCc2ccc(F)cc2)nc2c1cnn2-c1ccc(F)cc1	-1.9%	-8.5	693	x	-11.1%	0.9	-0.3%	-8.5%	x	-6.5%
CCOC(=O)C1CCN(Cc2nc3ccccc3c(=O)n2-c2ccc(F)cc2)CC1	0.3%	18.8	788	28.8%	8.6%	1.1	0.2%	5.1%	5.1%	-5.5%
CN(C)NC(=S)NC(=O)C12CC3CC(CC(C3)C1)C2	5.2%	-4.3	634	-0.7%	16.4%	1.1	0.1%	9.5%	-9.8%	-12.4%
O=C1CN(C(=O)COC(=O)Cc2ccsc2)c2ccccc2N1	-3.3%	-0.6	740	0.4%	12.2%	1.1	0.1%	7.9%	-0.7%	-1.0%
Cc1ccsc1-c1nc(CSCC(=O)NCc2ccc3c(c2)OCO3)c(C)o1	-1.3%	x	x	18.1%	12.0%	1.2	-0.6%	11.7%	9.8%	-2.7%
O=C1CSC(c2ccccc2)N1c1cccnc1 (stereo not given)	0.9%	-7.8	698	0.5%	x	x	-1.0%	x	1.4%	x
O=C(NCCNC(=O)C1CC2CCC1C2)C1CC2CCC1C2 (stereo not given)	4.3%	14.3	720	-11.6%	2.2%	1.1	0.1%	-3.8%	-0.2%	-6.3%

In the list so far, 2 have a COOH group.
structure	Siah-1 displacement	Lipid droplet	Lipid droplet cells 6.5 µM	M17LAP inhibition	human PMI inhibition	TNAP activation fold	UTI89 phage lysis	PMI inhibition	P. falciparum M1AAP	XIAP antagonists
O=C(O)C1(NS(=O)(=O)c2ccc(F)c(Cl)c2)CCCCC1	-1.0%	-1.8	712	14.1%	5.1%	1.1	2.2%	1.5%	4.6%	-3.3%
COc1cc([N+](=O)[O-])ccc1NC(=O)/C=C\C(=O)O	7.6%	20.6	699	6.6%	-3.0%	1	0.1%	12.1%	3.5%	-3.5%
